NCI-60 one-dose screen, 48 h, at 10 µM unless noted. Numbers give growth in % (100 = growth as untreated, 0 = no growth, -100 = all killed).
RXF 393: RXF 393 renal cancer cells; hit rate 6.9% among 77,000; AID 1794773
SNB-75: SNB-75 CNS cancer. hit rate 5% among 79,000. AID 1794750
A498: A498 renal cancer cells; hit rate 5.4% among 76,000
CAKI-1: CAKI-1 renal cancer. hit rate 4.7% among 75,000. AID 1794772
SF-268: SF-268 CNS cancer cells | hit rate 3.1% among 82,000
SNB-19: SNB-19 CNS cancer cells; hit rate 2.5% among 81,000
SF-539: SF-539 CNS cancer. hit rate 6.8% among 81,000
ACHN: ACHN renal cancer; AID 1794771; hit rate 4.9% among 81,000
Active calls of the source: *; x = not tested or not shown. The calls were made as follows: active = growth percent below 10; inactive = the rest.

[1] Nc1ccccn1
[2] COc1cc2c(c(OC)c1OC)C1(NCC2)C(=O)Nc2c(Br)cc(Br)cc21 (centres undefined)
[3] Cc1cc(C)n(C2=NC(c3cccc([N+](=O)[O-])c3)c3sc4ccc(Cl)cc4c3N2)n1 (centres undefined)
[4] CC(=O)[C@H]1CC[C@]2(C)[C@@H]1CC[C@@H]1[C@@]3(C)CC(CCC#N)(CCC#N)C(=O)C(C)(C)[C@@H]3CC[C@]12C
[5] COc1ccc(Nc2nnc(-c3cc(F)c(F)c(F)c3)o2)cc1
[6] CCc1ccccc1N/N=C/c1cn(-c2ccc(C(=O)O)cc2)nc1-c1cc2ccccc2oc1=O
[7] NC(=O)SCC(=O)Nc1ccccc1
[8] Cc1ccc(/C(=N\N=C(N)N)C2CC2)cc1C

Compound	1	2	3	4	5	6	7	8
RXF 393	118	109	110	91	123	105	109	119
SNB-75	97	71	92	85	124	91	119	91
A498	108	94	101	89	164	98	83	x
CAKI-1	123	75	74	x	96	85	106	97
SF-268	104	95	99	99	128	93	107	111
SNB-19	100	91	97	94	97	98	88	105
SF-539	105	94	101	101	101	98	90	103
ACHN	107	87	89	95	109	101	99	111

[9] CCOC(=O)C(/C=N/C(N)=O)=C(\C)O
[10] CC1OC(O[C@H]2/C=C/C=C/C=C/C=C/C=C/C=C/C=C/[C@H](C)[C@@H](O)[C@@H](C)[C@H](C)OC(=O)CC(O)CC(O)CCC(O)C(O)CC(O)C[C@]3(O)C[C@H](O)C(C(=O)O)C(C2)O3)C(O)[C@H](N)C1O (some centres undefined)
[11] O=c1c2cc(C(F)(F)F)ccc2sc2c(NCCCNCCO)nc3ccccc3c12
[12] O=C(n1ccc2cc(OS(=O)(=O)c3ccccc3)ccc21)C12CC3CC(CC(C3)C1)C2
[13] CCC(C)Cn1cnc2c(SCC(=O)O)nc(N)nc21 (centres undefined)
[14] Cc1ccc(/C=C2/COC/C(=C\c3ccc(C)cc3)C2=O)cc1
[15] Cc1cc(=O)n2nc(-c3cn(C)c4ccccc34)sc2n1
[16] CCOC(=O)Cc1cnn(C)c1NC(C)=O

Compound	9	10	11	12	13	14	15	16
RXF 393	109	-64*	43	85	109	116	96	95
SNB-75	94	58	57	74	94	93	88	80
A498	94	9.8*	22	x	97	x	93	105
CAKI-1	90	36	-67*	46	91	104	95	90
SF-268	104	-70*	37	78	105	112	96	96
SNB-19	97	40	23	84	100	103	90	91
SF-539	107	17	-79*	96	98	107	93	97
ACHN	111	-80*	2.1*	90	105	125	102	104

[17] COC(=O)c1c(OC)cc(OC)cc1OC
[18] CN1CCN(c2ncnc3sc4c(c23)CCN(Cc2ccccc2)C4)CC1
[19] O=c1c2cccnc2n(-c2ccc(Cl)cc2)c(=O)n1-c1nc2ccc(F)cc2s1
[20] O=c1[nH]c(CNc2ccc(F)cc2)nn1Cc1ccccc1F
[21] CC[C@H](C)[C@H]1NC(=O)[C@@H](N[C@](C)(O)[C@@H](N)CC(C)C)[C@@H](C)OC(=O)[C@H](Cc2ccc(OC)cc2)N(C)C(=O)[C@@H]2CCCN2C(=O)[C@H](CC(C)C)NC(=O)[C@@H](C)C(=O)[C@H](C(C)C)OC(=O)C[C@@H]1O
[22] O=C1/C(=C/c2ccc3c(c2)OCO3)SC(=S)N1C1c2ccccc2Oc2ccccc21
[23] C=C(C)[C@@H]1CC[C@]2(/C=N/OCCC#N)CC[C@]3(C)[C@H](CC[C@@H]4[C@@]5(C)CC/C(=N\OCCC#N)C(C)(C)[C@@H]5CC[C@]43C)[C@@H]12
[24] C=C1c2c(C)nn(-c3cccc(Cl)c3)c2N(C)C23C[C@H]1C1(C)c4c(C)nn(-c5cccc(Cl)c5)c4N(C)C(C)(C[C@H]12)C3 (some centres undefined)

Compound	17	18	19	20	21	22	23	24
RXF 393	120	98	100	115	-33*	103	95	101
SNB-75	100	109	112	78	-11*	89	78	87
A498	91	x	102	70	-29*	101	93	108
CAKI-1	94	95	98	86	-22*	93	61	89
SF-268	105	104	101	93	-1.1*	98	82	107
SNB-19	109	98	107	92	-12*	97	81	103
SF-539	116	102	93	95	-28*	94	83	103
ACHN	111	100	103	100	-11*	91	89	107

[25] O=C(OCC1CC=CCC1)C1CC=CCC1 (centres undefined)
[26] Cc1ccc(-c2[nH]ncc2C2OC[C@@]3(C)[C@H]4CCC5(C)OC(C6=CCOC6=O)C[C@H]5[C@]4(C)CC[C@H]3O2)cc1 (some centres undefined)
[27] N#C/C(=C/c1ccc([N+](=O)[O-])cc1)n1nnc2cc(F)c(F)cc21
[28] COc1ccn2c(C(C)=O)cc(C(=O)N3c4ccccc4Sc4ccccc43)c2c1
[29] CC(C)[C@@H](O)CC[C@@H](C)[C@H]1CC[C@@]2(C)C3CC[C@H]4[C@@H](C)[C@@H](O)CC[C@@]45C[C@@]35CC[C@]12C (some centres undefined)
[30] CN=C(NC)c1ccc(NC(=O)/C=C\c2ccc(/C=C/C(=O)Nc3ccc(C(=NC)NC)cc3)cc2)cc1
[31] COc1ccc(C(=O)C2C(C#N)C(C#N)C3c4ccccc4C=CN23)cc1 (centres undefined)
[32] C=C1CCC2C3(C)COC(C)(C)OC3CCC2(C)C1CC(NCc1cccc(Cl)c1)C1=CCOC1=O (centres undefined)

Compound	25	26	27	28	29	30	31	32
RXF 393	108	105	83	95	114	103	78	100
SNB-75	x	101	75	84	106	108	75	x
A498	100	99	75	x	75	67	81	110
CAKI-1	103	87	71	66	103	87	72	90
SF-268	96	94	90	90	103	93	91	92
SNB-19	96	86	74	83	94	76	85	100
SF-539	106	92	21	90	x	102	95	93
ACHN	117	89	36	88	108	82	91	99

[33] COc1ccccc1NC(=O)c1cc2cc(Br)ccc2cc1O
[34] COc1cc2c(cc1OCCCCN1CCN(C(=S)SCCC(C#N)(c3ccccc3)c3ccccc3)CC1)N=C[C@@H]1CCCN1C2=O
[35] Cc1ccccc1Oc1nc2sc3cc(Cl)c(Cl)cc3n2c(=N)c1C#N
[36] COc1ccc(-c2nc(SCC(C)C)nc(N/N=C\c3ccc(OC)c(OC)c3)c2C#N)cc1
[37] CC(C)N(C(=O)c1ccc(Cl)cc1)C(C)C
[38] O=S(=O)(Nc1ccc(-c2nc(-c3cccc(OCCN4CCOCC4)c3)c(-c3ccnc(Br)c3)[nH]2)cc1)c1ccccc1
[39] O=C1NC(c2ccc(O)cc2)=CC(c2c[nH]c3ccccc23)N1 (centres undefined)
[40] CCCCCCCCCCCCCCCCNC(=O)Nc1ccc(-c2ccc(NC(=O)NCCCCCCCCCCCCCCCC)c(OC)c2)c(OC)c1

Compound	33	34	35	36	37	38	39	40
RXF 393	39	-84*	x	82	108	-15*	66	102
SNB-75	12	-82*	70	84	95	6.6*	x	94
A498	18	-95*	111	94	87	53	105	104
CAKI-1	x	-65*	91	75	x	28	79	104
SF-268	18	-70*	109	78	103	41	85	102
SNB-19	27	-15*	93	69	97	48	79	99
SF-539	0.1*	-91*	87	75	102	38	88	106
ACHN	-6.0*	-69*	120	65	105	27	79	96

Another view of part of the listing above.
# | smiles | RXF 393 | SNB-75 | A498 | CAKI-1 | SF-268 | SNB-19 | SF-539 | ACHN
27 | N#C/C(=C/c1ccc([N+](=O)[O-])cc1)n1nnc2cc(F)c(F)cc21 | 83 | 75 | 75 | 71 | 90 | 74 | 21 | 36
28 | COc1ccn2c(C(C)=O)cc(C(=O)N3c4ccccc4Sc4ccccc43)c2c1 | 95 | 84 | x | 66 | 90 | 83 | 90 | 88

(more compounds)
[41] CCN1c2nc3ccccc3nc2SC1Nc1ccccc1 (centres undefined)
[42] CC1(c2ccc(Cl)cc2)OC(=O)CC(=O)O1
[43] O=C(COc1ccc(/C=C2\Cc3ccc(Cl)cc3C2=O)cc1)Nc1nccs1
[44] CSc1nnc(-c2cnn3c2NC(c2ccccc2)C3)n1-c1ccc(F)cc1 (centres undefined)
[45] CCS(=O)(=O)N1CCN(c2ccccc2)CC1
[46] O=C(Cn1cc(-c2ccc3c(c2)ncn3-c2ccccc2)cn1)NCCn1cc(COCCOCCNc2cccc3c2C(=O)N(C2CCC(=O)NC2=O)C3=O)nn1 (centres undefined)
[47] CC(=O)C1=C(C)NC(NN)=NC1c1ccccc1 (centres undefined)
[48] N#Cc1c(-c2ccco2)[nH]c(=S)[nH]c1=O

Compound	41	42	43	44	45	46	47	48
RXF 393	109	113	98	110	x	104	31	105
SNB-75	96	99	87	104	101	85	58	57
A498	98	101	127	64	106	x	65	78
CAKI-1	93	95	90	83	x	94	68	81
SF-268	109	100	114	98	107	93	84	93
SNB-19	96	97	84	97	x	83	95	91
SF-539	101	102	97	110	104	80	92	107
ACHN	99	99	93	96	105	100	98	96

[49] CC(=O)CC(C)=NCCN=C(C)CC(C)=O
[50] NC(N)=N/N=C/c1cccc(O)c1
[51] COCCOC(=O)CCCCCC1CCCCC1
[52] CCC(COC(=O)c1ccccc1)NC(C)C (centres undefined)
[53] CCCC(=O)Oc1ccc(/C(=C(\C)c2ccc(Cl)cc2)c2ccc(OCCN(CC)CC)cc2)cc1
[54] COc1cc(-c2nc3cc(Cl)c(Cl)cc3[nH]2)ccc1OCC(=O)N=Nc1c(O)[nH]c2ccc(Cl)cc12

Compound	49	50	51	52	53	54
RXF 393	109	117	107	114	-79*	-6.7*
SNB-75	106	95	99	82	-48*	6.8*
A498	91	82	83	102	11	20
CAKI-1	98	91	103	111	x	15
SF-268	104	109	100	110	-9.1*	-24*
SNB-19	114	106	101	104	-38*	9.7*
SF-539	x	106	99	107	-78*	-36*
ACHN	x	99	109	104	-23*	29

Another view of twelve compounds above:
item	SMILES	RXF 393	SNB-75	A498	CAKI-1	SF-268	SNB-19	SF-539	ACHN
40	CCCCCCCCCCCCCCCCNC(=O)Nc1ccc(-c2ccc(NC(=O)NCCCCCCCCCCCCCCCC)c(OC)c2)c(OC)c1	102	94	104	104	102	99	106	96
41	CCN1c2nc3ccccc3nc2SC1Nc1ccccc1 (centres undefined)	109	96	98	93	109	96	101	99
42	CC1(c2ccc(Cl)cc2)OC(=O)CC(=O)O1	113	99	101	95	100	97	102	99
43	O=C(COc1ccc(/C=C2\Cc3ccc(Cl)cc3C2=O)cc1)Nc1nccs1	98	87	127	90	114	84	97	93
44	CSc1nnc(-c2cnn3c2NC(c2ccccc2)C3)n1-c1ccc(F)cc1 (centres undefined)	110	104	64	83	98	97	110	96
45	CCS(=O)(=O)N1CCN(c2ccccc2)CC1	x	101	106	x	107	x	104	105
46	O=C(Cn1cc(-c2ccc3c(c2)ncn3-c2ccccc2)cn1)NCCn1cc(COCCOCCNc2cccc3c2C(=O)N(C2CCC(=O)NC2=O)C3=O)nn1 (centres undefined)	104	85	x	94	93	83	80	100
47	CC(=O)C1=C(C)NC(NN)=NC1c1ccccc1 (centres undefined)	31	58	65	68	84	95	92	98
48	N#Cc1c(-c2ccco2)[nH]c(=S)[nH]c1=O	105	57	78	81	93	91	107	96
49	CC(=O)CC(C)=NCCN=C(C)CC(C)=O	109	106	91	98	104	114	x	x
50	NC(N)=N/N=C/c1cccc(O)c1	117	95	82	91	109	106	106	99
51	COCCOC(=O)CCCCCC1CCCCC1	107	99	83	103	100	101	99	109

Compound activity from PubChem BioAssay.
